Screening results from PubChem.
esBAF inh = blocks esBAF chromatin remodeling in mouse ES cells. Bmi1-luciferase knock-in reporter, 24 h; 100% = twice the neutral-well signal. reporter increase, % at 12.5 µM. actives 2% (n = 350,000); in the data active = activation above about 40%;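 note: 0% = median of the plate's neutral control wells and 100% = double that signal; a rise in the Bmi1 reporter signal indicates esBAF inhibition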
E-sel inducer = E-selectin induction on HUVECs; P16581; HUVEC E-selectin immunofluorescence imaging; normalized: neutral wells 0, TNF-alpha wells 100; activation, % at 7.58 µM; actives 0.37% (n = 260,000); AID 686992;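 active = mean E-selectin-positive cell signal at least 10% of the positive control, reached in at least 60% of replicates, without over 20% cell loss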;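 note: in these data hits start at about 27%; measured in HUVEC primary endothelial cells; signal is the percent of cells scored E-selectin positive by PE staining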
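Assay system: HUVEC primary endothelial cells. Input: 3,000 HUVEC seeded per well. Doses: one compound dose added by pin transfer. Read-out basis: % PE-positive cells. Benchmarks: TNF-alpha high, DMSO low. Detection: immunofluorescence imaging. Buffer or medium: EGM-2, gelatin.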
PglD inh = blocks C. jejuni PglD acetyltransferase activity; purified PglD enzyme, DTNB colorimetric CoA detection; inhibition, % at 12.5 µM; actives 0.098% (n = 360,000); AID 602405; in the data active = inhibition above about 16%, passing the limit was not always enough; note: strong numbers were not always called active
ARNT-TACC3 inh = ARNT/TACC3 interaction disruption. Q9Y6A5. AlphaScreen His-ARNT PAS-B/GST-TACC3 binding, luminescence; TACC3 fragment carries E629A point mutation. actives 0.66% (n = 390,000). AID 623870. inhibition, % at 9.99 µM;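 active = mean inhibition of replicates at least 50% and at least half of replicates each reaching 50%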;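 note: 0% = complete ARNT plus TACC3 wells and 100% = ARNT alone without TACC3; many hits fall short of the cut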
RAD52 anneal inh = RAD52 (human) annealing inhibition; P43351; recombinant RAD52 DNA annealing, FRET fluorescence; inhibition, % at 18.7 µM; actives 0.46% (n = 360,000); AID 651710;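 active = every replicate showing at least 50% inhibition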
CASP6 VEID inh = inhibitors of human caspase-6 | inhibition, % at 12.5 µM | AID 686996 | actives 0.53% (n = 350,000) | purified caspase-6, Z-VEID-R110 cleavage fluorescence;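 active = mean inhibition across replicates at least about 35%, with every replicate also reaching that limit, limit read from the data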;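 note: 0% = median of neutral control wells and 100% = no fluorescence left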
Target sequence (P55212 24-179 limits assumed): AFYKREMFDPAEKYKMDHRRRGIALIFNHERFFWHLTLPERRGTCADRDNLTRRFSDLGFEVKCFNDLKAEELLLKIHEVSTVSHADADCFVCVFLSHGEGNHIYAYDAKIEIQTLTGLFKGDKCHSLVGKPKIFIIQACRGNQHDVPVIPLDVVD
Target sequence (P55212 194-293 limits assumed): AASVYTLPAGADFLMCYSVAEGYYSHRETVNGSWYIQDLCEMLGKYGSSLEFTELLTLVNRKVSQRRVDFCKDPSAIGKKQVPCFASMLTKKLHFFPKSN
RAD54 branch = RAD54 (human) branch migration inhibition | Q92698 | RAD54 Holliday junction branch migration, FAM/BHQ fluorescence | inhibition, % at 10.4 µM | actives 0.14% (n = 360,000);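 active = mean normalized replicate activity at least 40 and at least half of replicates scoring 40 or more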;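 note: 0% = median of neutral control wells and 100% = median of positive control wells; inhibitors cause a drop in the FAM fluorescence signal; in these data hits start at about 50%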
ERp5 block = ERp5 (human) disulfide isomerase inhibition; AID 651711; Q15084; inhibition, % at 9.99 µM; ERp5 insulin aggregation, absorbance 650 nm, 90 min; actives 0.05% (n = 350,000);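 active = mean replicate inhibition above about 25%, with every replicate also reaching it, limit read from the data, passing the limit was not always enough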
Target sequence (Q15084 whole entry, looked up): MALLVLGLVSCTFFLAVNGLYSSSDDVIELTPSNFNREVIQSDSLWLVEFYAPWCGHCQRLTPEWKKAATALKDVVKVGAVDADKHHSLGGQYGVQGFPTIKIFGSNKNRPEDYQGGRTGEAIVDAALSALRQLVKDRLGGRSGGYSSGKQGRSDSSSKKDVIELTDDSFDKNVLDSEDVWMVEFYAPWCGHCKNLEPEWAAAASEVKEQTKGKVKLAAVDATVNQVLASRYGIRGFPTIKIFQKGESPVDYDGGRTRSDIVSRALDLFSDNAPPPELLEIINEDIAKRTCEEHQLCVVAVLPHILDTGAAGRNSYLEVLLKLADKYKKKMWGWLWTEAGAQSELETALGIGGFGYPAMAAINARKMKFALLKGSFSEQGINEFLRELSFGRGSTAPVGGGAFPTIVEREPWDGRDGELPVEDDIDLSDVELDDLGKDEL
Starred values were filed as active, the others as inactive; x = not tested or not shown. Hits appear at their usual frequency; overall some 3.2% were active at least once.

SMILES	esBAF inh	E-sel inducer	PglD inh	ARNT-TACC3 inh	RAD52 anneal inh	CASP6 VEID inh	RAD54 branch	ERp5 block
Cc1ccc(C)c(N2CCN(C3C(=O)Nc4ccccc4-n4nnnc43)CC2)c1 (stereo unspecified)	x	-3.9	x	x	-29	-2	x	-1
Cc1ccc(C)c(C(=O)CCC(=O)N2CCN(c3cccc(C(F)(F)F)c3)CC2)c1	2	-0.1	4	0	-25	-74	2	2
CS(=O)(=O)Cc1cc(N2CCCC2)nc(-c2ccccc2)n1	-8	-2.9	-5	-7	-14	0	1	4
C/C(=N\NC(=O)CC(C)C)c1ccc(Cl)c(Cl)c1	-3	x	0	11	x	x	-2	x
Cn1cnc(S(=O)(=O)N2CC[C@@H]3[C@H]2c2cc(C#Cc4ccccc4F)ccc2N[C@@H]3CO)c1	2	2.5	-5	1	-16	2	0	-5
O=C(NC(=S)Nc1ccccc1[N+](=O)[O-])c1ccccc1	x	1.5	x	2	-5	-2	x	1
O=C(C[C@@H]1CC[C@@H]2[C@H](COC[C@H](O)CN2S(=O)(=O)c2ccccc2F)O1)NCc1ccccc1Cl	-2	0.0	2	0	-19	-2	8	11
CC(C)CC1NC2(C(=O)N(C)c3ccccc32)C2C(=O)N(C(C)C)C(=O)C12 (stereo unspecified)	-6	-0.1	-3	-1	-2	0	-17	1
CCCc1cc(=O)oc2cc(OCc3ccc(C(=O)O)o3)ccc12	20	x	1	-6	-15	24	-3	2
CCCSCCCNC(=O)CC1Oc2ccccc2NC1=O (stereo unspecified)	1	x	5	-6	-3	0	-2	-4
O=C(N[C@@H]1CC[C@H](CCn2cc(Cc3ccccc3)nn2)O[C@H]1CO)c1ccccn1	13	-0.3	0	3	-6	1	-2	-1
CSc1sc(C(=O)NNC(=O)c2ccc(Cl)cc2)c2c1C=CCC2	x	x	1	-2	-35	-5	0	6
COc1ccc(C(=O)/C=C/Nc2cc(C)on2)c(OC)c1	66*	x	4	1	x	x	-7	x
Cc1ccc(C(=O)c2ccccc2C(=O)Nc2ccccc2)cc1	9	0.6	-3	-4	-2	4	-2	-2
Cc1c(CC(=O)O)c(=O)oc2cc(OCc3ccc(F)cc3Cl)ccc12	6	x	2	-17	-7	1	3	-2

3 of the entries above in order of their number in RAD52 anneal inh, ascending:
SMILES	esBAF inh	PglD inh	ARNT-TACC3 inh	RAD52 anneal inh	CASP6 VEID inh	ERp5 block
CSc1sc(C(=O)NNC(=O)c2ccc(Cl)cc2)c2c1C=CCC2	x	1	-2	-35	-5	6
Cn1cnc(S(=O)(=O)N2CC[C@@H]3[C@H]2c2cc(C#Cc4ccccc4F)ccc2N[C@@H]3CO)c1	2	-5	1	-16	2	-5
O=C(N[C@@H]1CC[C@H](CCn2cc(Cc3ccccc3)nn2)O[C@H]1CO)c1ccccn1	13	0	3	-6	1	-1

(continued)
SMILES	esBAF inh	E-sel inducer	PglD inh	ARNT-TACC3 inh	RAD52 anneal inh	CASP6 VEID inh	RAD54 branch	ERp5 block
CC(NC(=O)C(NS(=O)(=O)c1cccc2nsnc12)C(C)C)c1ccccc1 (stereo unspecified)	-37	x	2	7	x	x	6	x
Cc1c(C2(O)CCCCC2)[nH]c2cnccc12	-1	-0.2	4	17	-1	-1	-6	1
Cc1ccc2nc(-c3ccncc3)cc(C(=O)Nc3ccc(F)cc3C)c2c1	-9	0.6	-7	-3	12	0	1	-1
COc1ccc(NC(=O)N(C)C[C@@H]2OCCCC[C@H](C)Oc3ccc(NC(=O)Nc4cccc5ccccc45)cc3C(=O)N([C@H](C)CO)C[C@@H]2C)cc1	11	0.1	3	3	x	x	-1	x
CC(C)C(=O)N1CCN(S(=O)(=O)c2ccc3ccccc3c2)CC1	4	x	-1	-8	-25	-1	10	-1
COCc1[nH]nc2c1C(c1ccc(C)cc1)NC2=O (stereo unspecified)	x	-0.1	x	x	-6	-1	x	1
COCCn1c(SCc2c(F)cccc2Cl)nc2c1c(=O)[nH]c(=O)n2C	1	x	-1	-1	x	x	-3	x
COc1cccc(-c2ccc3c(c2)O[C@H](CN(C)Cc2cccnc2)[C@H](C)CN([C@H](C)CO)S3(=O)=O)c1	0	0.1	-5	11	6	0	-7	8
COCC(=O)Nc1ccc2c(c1)C(=O)N(C)[C@@H]1CC[C@H](CC(=O)NCc3ccccc3)O[C@H]1CO2	0	0.1	-1	-5	-1	-3	-11	3
C[C@H]1CN([C@@H](C)CO)S(=O)(=O)c2ccc(-c3cncnc3)cc2O[C@@H]1CN(C)C(=O)c1cccc(F)c1	-1	-0.2	-3	-3	6	2	10	-3
COC(=O)c1ccc(NC(=O)CSc2nnc(-c3ccncc3)n2C)cc1	0	x	-3	-1	-5	0	1	1
C[C@@H]1CN([C@H](C)CO)S(=O)(=O)c2ccc(C3=CCCCC3)cc2O[C@@H]1CN(C)C(=O)CN(C)C	-12	-0.1	12	10	29	5	16	0
Cc1cc(C)c(S(=O)(=O)N2CCCCC2C(=O)O)c(C)c1 (stereo unspecified)	x	2.3	x	-12	-7	2	x	5
C[C@@H]1CCCCO[C@@H](CN(C)S(C)(=O)=O)[C@H](C)CN([C@H](C)CO)C(=O)c2cc(NC(=O)Nc3ccc(C(F)(F)F)cc3)ccc2O1	-4	0.2	3	5	-3	-2	-2	-1
Cc1ccc(C)n1-c1ccc(N2CCOCC2)c(Br)c1	-2	x	-13	4	x	x	4	x
C[C@H](CO)N1C[C@H](C)[C@H](CN(C)C(=O)c2ccc(F)cc2)OCc2ccccc2-c2ccccc2C1=O	-6	-7.0	0	-7	-16	0	1	-7
CC1CC(C)(C)CC2(C1)NC(=O)N(CC(=O)OCc1ccc(Br)cc1)C2=O (stereo unspecified)	2	-0.8	0	3	1	-7	4	0
O=c1c2cc(N3CCOCC3)ccc2[nH]c(=S)n1Cc1cccc(Cl)c1	2	x	-5	-4	x	x	-4	x
CCOC(=O)C1=C(c2ccccc2)NC(=O)N(C(C)=O)C1c1cccc([N+](=O)[O-])c1 (stereo unspecified)	x	3.3	x	-5	-9	-2	x	1
CS(=O)(=O)N1[C@@H]2Cn3c(ccc(C4=CCCC4)c3=O)[C@H]1[C@@H](C(=O)N1CCCCC1)[C@@H]2CO	-4	-0.1	0	-14	-10	-2	-3	3
CC1CCCCN1CC(=O)c1c(N)n(Cc2ccccc2)c(=O)n(C)c1=O (stereo unspecified)	-3	1.7	-6	-1	-10	-4	-7	0
O=C(O)CCC(=O)Nc1ccc2c(c1)Cc1cc(NC(=O)CCC(=O)O)ccc1-2	2	0.0	3	0	-17	30	-9	-2
Oc1cccc(CN2CCN(c3ncc(Cc4ccccc4)cn3)CC2)c1	x	0.0	x	x	-3	-4	x	4
COc1ccc(N2C(=O)CSC23C(=O)Nc2ccccc23)cc1 (stereo unspecified)	-12	x	-3	0	x	x	-14	x
O=C(Cn1nnc2c(cnn2-c2ccccc2)c1=O)N1CCN(c2ccccc2F)CC1	-6	x	-3	-3	x	x	-11	x
COc1ccc(/C=N/Nc2snc(SC)c2C#N)cc1OC	53*	x	-2	8	x	x	0	x
CCCCNC(=O)CC1N=C2c3ccccc3N=C(SCC(=O)Nc3ccc(OC)cc3)N2C1=O (stereo unspecified)	8	x	-2	-1	x	x	8	x
O=C(NCc1ccccc1)c1ccc2c(=O)[nH]c3c(C(=O)NCC4CCCO4)sc(=S)n3c2c1 (stereo unspecified)	-2	0.7	-1	17	-7	6	0	-1
CCC(=O)N(C)C[C@H]1Oc2ncc(-c3ccccc3OC)cc2C(=O)N([C@H](C)CO)C[C@H]1C	2	0.7	-2	-7	3	0	-2	-8
CC1CCC2(CC1)NC(=O)N(CC(=O)NCc1ccco1)C2=O (stereo unspecified)	1	x	-2	x	-36	0	5	-4
COC(=O)C[C@@H]1CC[C@@H]2[C@@H](COc3ccc(NC(=O)c4cccc(Cl)c4)cc3C(=O)N2C)O1	9	-0.1	-2	-10	-3	-2	7	2
COC(=O)CN1C(=O)[C@H]2[C@@H](c3ccc(C)o3)N3C(=O)CN(Cc4ccc(-c5ccccc5)cc4)C(=O)[C@@]3(C)[C@H]2C1=O	7	-0.1	4	4	-16	1	-4	7
CCOC(=O)/C(C#N)=C/NC(=O)NC(C)(C)C	-2	x	1	-3	-2	-2	3	1
COc1ccc(-c2cc(C(=O)OCC(=O)NC(C)C)c3ccccc3n2)cc1	x	0.0	x	-1	-11	-1	x	1
CCCN(CCC)S(=O)(=O)c1cc(CN2C(=O)c3cccnc3C2=O)ccc1OC	-8	-0.1	10	19	-13	-1	-4	4
COc1ccc(/C=C/C(=O)OCC(=O)NC2CCS(=O)(=O)C2)cc1 (stereo unspecified)	-3	x	1	4	-11	-1	0	3
Cc1cc(C)cc(NC(=O)COC(=O)c2ccc(CN3CCCC3=O)cc2)c1	-4	-0.4	-5	8	4	1	1	-5
COCC(=O)N(C)C[C@@H]1Oc2cc(-c3ccc(OC)cc3)ccc2S(=O)(=O)N([C@@H](C)CO)C[C@H]1C	-1	-0.3	0	0	2	6	1	-4
Cc1ccc(S(=O)(=O)N(C)C[C@H]2Oc3cc(-c4cccc(F)c4)ccc3S(=O)(=O)N([C@@H](C)CO)C[C@@H]2C)cc1	6	24	0	-7	21	2	-7	-2
Cc1ccc(Cl)c(OCC(=O)Nc2ccccc2N2CCCCC2)c1	-4	0.1	-5	-10	-11	-2	4	0
O=C(O)C1(P(=O)(c2ccccc2)c2ccccc2)CCCC1	0	0.4	-1	-3	-5	-2	-3	5
CO[C@@H]1CN(C)C(=O)c2cc(NC(=O)CC(F)(F)F)ccc2OC[C@@H](C)N(C(=O)C2CC2)C[C@@H]1C	x	-0.1	x	x	-48	-1	x	0
O=S(c1ccccc1O)S(=O)c1ccccc1O (stereo unspecified)	2	x	x	9	-3	62*	x	-2
COc1ccccc1NC(=O)c1cc2c(CO)cnc(C)c2oc1=Nc1cc(OC)c(OC)c(OC)c1	-1	-0.1	-4	-10	11	0	0	1
Cc1nc2c3cc(F)ccc3n(CCN3CCCCC3)c2s1	-10	-1.4	0	1	29	-1	41	4
O=C(NCC(c1ccc(F)cc1)N1CCOCC1)c1ccco1 (stereo unspecified)	x	0.2	0	1	-9	0	3	-8
C[C@H](CO)N1C[C@H](C)[C@H](CN(C)C(=O)Nc2cccc(F)c2)Oc2ncc(C#CCN(C)C)cc2C1=O	-16	-5.3	0	7	-5	-8	-8	-7
CSCCC(NC(=O)c1cccc(C)c1)C(=O)O (stereo unspecified)	x	x	x	-10	-13	0	x	-1
Oc1ccc(Nc2nc(N3CCCC3)c3ccccc3n2)cc1	x	x	0	x	67*	7	60*	7
COc1ccc(-c2noc(CN(C)C3CCOCC3)n2)cc1	x	x	x	-5	-7	-3	x	3
CC(C)OCC(O)CN (stereo unspecified)	7	x	-2	-4	x	x	4	x
Cc1oc2cc3oc(=O)c(CC(=O)NCC(=O)N[C@@H](C(=O)O)c4ccccc4)c(C)c3cc2c1C	-7	x	-4	3	-22	8	-6	-2
CCC(=O)N1CC(=O)N2[C@H](CO)[C@H](c3ccc(C#CCC(C)C)cc3)[C@@H]2C1	x	0.1	x	x	4	1	x	-4
CC1(C)Cc2c(cnn2-c2ccc(F)cc2)C(NC(=O)c2ccc(=O)oc2)C1 (stereo unspecified)	12	0.4	0	-2	-41	-1	-5	-9
O=C(C1CC1)N1CC2(C1)[C@H](c1ccccc1)[C@H](CO)N2Cc1nccs1	x	-0.1	x	x	-2	0	x	-2

Whole records, looked up by structure.
Profile of CCC(=O)N1CC(=O)N2[C@H](CO)[C@H](c3ccc(C#CCC(C)C)cc3)[C@@H]2C1 = esBAF inh: x; E-sel inducer: 0.1; PglD inh: x; ARNT-TACC3 inh: x; RAD52 anneal inh: 4; CASP6 VEID inh: 1; RAD54 branch: x; ERp5 block: -4
Profile of O=C(C1CC1)N1CC2(C1)[C@H](c1ccccc1)[C@H](CO)N2Cc1nccs1 = esBAF inh: x; E-sel inducer: -0.1; PglD inh: x; ARNT-TACC3 inh: x; RAD52 anneal inh: -2; CASP6 VEID inh: 0; RAD54 branch: x; ERp5 block: -2
